FXN GAA850 act: frataxin GAA850 promoter activation; AID 540364; hit rate 0.56% among 360,000; activation, % at 6 µM; HEK293 lucGAA850 FXN promoter luciferase reporter, 24 h; percent of 10 µM SAHA response;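 active means activation above the average of all compounds screened plus 3 SD, cutoff fixed separately per campaign, cut at about 7.5% in these data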;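 further: 0% = DMSO wells and 100% = 10 µM SAHA wells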
ASAP1 inh: blocks human ASAP1-stimulated Arf1 GTP hydrolysis. hit rate 0.19% among 360,000. GDP FP detection. AID 624377. inhibition, % at 16.5 µM; in the data active means inhibition above about 25%;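 further: 0% = vehicle with enzyme and substrate and 100% = no enzyme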
rCAG binder: molecules binding r(CAG) RNA repeats. r(CAG) RNA repeat, TO-PRO-1 dye displacement fluorescence. inhibition, % at 3 µM. AID 651821. hit rate 1.3% among 370,000;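 active means inhibition above the plate cutoff, the mean of all test compounds on that plate plus 3 SD, cut at about 35% in these data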;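 further: 0% = DMSO alone and 100% = 100 µM mitoxantrone as full dye displacement; higher means more dye released from RNA so lower well fluorescence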
Tn6 DDE FP: inhibitors of Tn6 peptide binding to human fibrin DD(E) | P02675 | Fibrin DD(E) TRITC-Tn6 fluorescence polarization displacement | hit rate 0.21% among 370,000 | inhibition, % at 8.3 µM;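 active means inhibition above a per-campaign cutoff: mean of compounds within control limits plus 3 SD, cut at about 15% in these data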;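 further: 0% = median of all compound wells on the plate and 100% = blocking peptide control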
ARFGAP1 inh: inhibitors of rat ARFGAP1; inhibition, % at 16.5 µM; Q62848; hit rate 0.26% among 360,000; Arfgap1-stimulated ARF1 GTP hydrolysis, GDP FP detection;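 active means inhibition above a per-plate limit, mean inhibition of low control wells plus 3 SD, cut at about 25% in these data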;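 further: 0% = DMSO wells with enzyme and 100% = wells lacking Arfgap1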
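Repeats: one replicate per compound; assay system: rat Arfgap1 catalytic domain, aa 1-136; times: enzyme reaction 120 min at 25 °C after 20 min preincubation; detection: FP of antibody-bound GDP Alexa 633 tracer, ex 620/em 688 nm; benchmarks: high control wells lacking Arfgap1, low control full reaction with DMSO; reagent: human ARF1(Δ1-17)-GTP substrate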
proKLK7 act: proKLK7 (human) activation, primary screen; P49862; purified proKLK7, EDANS-DABCYL substrate fluorescence; 100% is mature enzyme control, 0% vehicle; activation, % at 7 µM; hit rate 0.9% among 370,000; AID 652039;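 active means activation above the mean of all tested compounds plus 3 SD, computed per campaign excluding outliers beyond control limits, cut at about 13% in these data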
NPR2 activator: GC-B (human) receptor activation | activation, % at 10 µM | hit rate 0.11% among 370,000 | HEK293-GC-B cells, CNP EC30, cGMP TR-FRET; 0% at EC30 CNP, 100% saturating CNP | P20594;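 active means activation at 10 µM reaching about 35% in either raw or pattern-adjusted values, limit read from the data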
Target sequence (P20594 whole entry, looked up): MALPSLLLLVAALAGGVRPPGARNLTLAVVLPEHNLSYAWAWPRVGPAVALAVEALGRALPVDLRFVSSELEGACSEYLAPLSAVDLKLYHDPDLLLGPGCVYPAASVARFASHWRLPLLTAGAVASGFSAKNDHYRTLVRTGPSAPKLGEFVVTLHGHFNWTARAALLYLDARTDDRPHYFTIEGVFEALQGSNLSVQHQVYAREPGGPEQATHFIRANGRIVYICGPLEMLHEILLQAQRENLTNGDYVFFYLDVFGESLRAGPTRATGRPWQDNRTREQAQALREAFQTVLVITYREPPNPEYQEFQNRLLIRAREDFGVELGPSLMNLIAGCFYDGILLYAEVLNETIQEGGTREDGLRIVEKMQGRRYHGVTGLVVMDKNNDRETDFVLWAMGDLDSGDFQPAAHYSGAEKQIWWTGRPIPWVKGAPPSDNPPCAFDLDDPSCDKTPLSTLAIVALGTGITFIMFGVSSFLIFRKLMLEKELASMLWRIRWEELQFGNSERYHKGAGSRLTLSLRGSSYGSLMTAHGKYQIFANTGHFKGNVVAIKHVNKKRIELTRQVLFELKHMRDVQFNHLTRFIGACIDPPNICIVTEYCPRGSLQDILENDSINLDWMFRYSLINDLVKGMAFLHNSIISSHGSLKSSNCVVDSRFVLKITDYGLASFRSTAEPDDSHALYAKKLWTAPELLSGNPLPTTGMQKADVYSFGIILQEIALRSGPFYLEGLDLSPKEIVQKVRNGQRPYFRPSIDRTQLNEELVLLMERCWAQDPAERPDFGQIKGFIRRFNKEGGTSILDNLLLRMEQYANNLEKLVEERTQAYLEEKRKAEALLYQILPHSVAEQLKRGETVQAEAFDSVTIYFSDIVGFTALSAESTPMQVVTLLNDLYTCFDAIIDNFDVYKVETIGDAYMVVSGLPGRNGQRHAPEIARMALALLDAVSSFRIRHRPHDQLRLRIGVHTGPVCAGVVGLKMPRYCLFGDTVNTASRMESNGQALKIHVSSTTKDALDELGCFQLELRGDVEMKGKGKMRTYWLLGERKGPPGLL
ADAM10 inh: inhibitors of human ADAM10 | O14672 | recombinant ADAM10, EDANS/DABCYL FRET peptide cleavage, 3 h | inhibition, % at 7 µM | hit rate 0.62% among 370,000 | AID 720582;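 active means inhibition above a per-campaign cutoff equal to the mean of compounds falling between control-based bounds plus 3 SD, cut at about 20% in these data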;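 further: 0% = DMSO wells while the 100% control is not disclosed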
NPR1 activator: GC-A (human) enzyme activation; HEK293 GC-A cells, cGMP TR-FRET, EC30 ANP; 0% at EC30 ANP, 100% saturating ANP; activation, % at 10 µM; P16066; hit rate 0.14% among 370,000; AID 1671463; in the data active means activation above about 40%
sPLA2-III inh: Blocks human group III sPLA2 activity; AID 743126; Q9NZ20; hit rate 0.56% among 370,000; inhibition, % at 12.2 µM; QFRET BODIPY PC-A2 liposome hydrolysis, fluorescence;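 active means inhibition above mean plus 3 SD of compounds lying within the high and low control bounds, cut at about 19% in these data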;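 further: 0% = median of test compound wells and 100% = no enzyme DMSO wells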
An asterisk follows results filed as active; . = no result given. Random draw from the library; about 4.5% have a hit in one of these screens.

Sequence of screens – FXN GAA850 act, ASAP1 inh, rCAG binder, Tn6 DDE FP, ARFGAP1 inh, proKLK7 act, NPR2 activator, ADAM10 inh, NPR1 activator, sPLA2-III inh
1) CC1(C)CC(=O)C(C#N)=C(NCCCO)C1
→ -1.8, -4.8, -1.5, 1.4, 0.9, -0.9, 5.7, 2.5, 4.5, 4.4
2) CN(C)S(=O)(=O)c1cccc(C(=O)N2CCc3ccccc32)c1
→ 0.6, 11.9, -5.8, -3.5, 7.3, 0.2, 8.2, 0.3, 2.5, 5.4
3) COc1ccc2[nH]c3c(c2c1)CCN1C(=O)N([C@@H](C)C(=O)NCCc2ccc(F)cc2)C(=O)[C@]31C
→ -1.0, -0.9, 0.4, 0.2, -5.3, 1.1, -3.4, -11.0, -5.0, -28.4
4) O=C(COC(=O)c1ccc(S(=O)(=O)N2CCOCC2)cc1)Nc1ccccc1OC(F)F
→ 0.7, 19.8, -0.1, 0.5, -2.9, -0.2, -6.7, -12.2, -3.9, 0.5
5) O=S(=O)(NCC(c1cccnc1)N1CCN(c2ccccc2)CC1)c1cccs1 (configuration not stated)
→ 0.4, -0.5, 3.8, -0.5, -16.9, 0.8, 4.1, 3.7, -0.6, -3.6
6) Cc1nc2ccccc2n1C(=O)N(C)C
→ 1.5, -10.4, -0.8, 0.9, -6.8, -0.2, 1.2, 6.3, -0.8, 1.4
7) CN1CCN(C(CNS(=O)(=O)c2ccc(Cl)cc2)c2cccnc2)CC1 (configuration not stated)
→ 0.8, -9.9, -1.0, 7.0, -6.5, 0.0, -1.9, 0.9, 0.7, -6.4
8) CC(C)NCC(O)COC1CCC(C(C)(C)C)CC1 (configuration not stated)
→ 1.0, 0.3, 4.6, 1.4, 4.8, -1.2, -0.6, -2.3, 1.5, -5.3
9) C[C@H](CO)N1C[C@H](C)[C@@H](CN(C)C(=O)Nc2cccc(Oc3ccccn3)c2)OCc2cnnn2CCCC1=O
→ -0.3, -0.8, 0.5, 2.9, 4.3, 0.1, 1.1, -2.8, 2.4, 0.8
10) S=C(NCCc1ccccn1)Nc1cccc(Cl)c1
→ 4.5, -9.8, 0.4, 5.7, 16.9, 0.0, 4.2, -2.7, 4.0, 4.6
11) COC(=O)c1cccc(N(C(=O)CNC(=O)c2cccs2)C(C(=O)NCC2CCCO2)c2ccc(OC)c(OC)c2)c1 (configuration not stated)
→ -0.8, -6.8, -1.5, -6.3, 8.9, -0.2, 2.8, 7.3, 3.1, -1.7
12) Cc1ccc(N(CC(=O)NCc2ccc3c(c2)OCO3)S(=O)(=O)c2c(C)noc2C)cc1
→ 0.1, -5.8, 1.9, 5.9, -5.3, 0.0, 1.4, 4.3, -2.3, -2.8
13) CC[C@H](C)[C@H](NC(=O)c1ccc(Cl)cc1)C(=O)OCC(=O)c1c(N)n(C)c(=O)n(C)c1=O
→ -0.4, -11.7, 1.8, -4.2, 5.6, -0.4, -2.1, -7.3, 5.1, -4.6
14) COc1cccc(C(=O)Nc2sc(C(C)C)cc2C(N)=O)c1OC
→ -0.2, -8.1, 15.2, -0.5, 8.4, 0.7, -13.2, -29.1, -9.5, -36.6
15) O=C(N/N=C/c1sc(N2CCOCC2)nc1-c1ccccc1)c1ccccc1O
→ -2.3, -16.6, 13.8, -4.3, -8.2, -2.9, -7.8, -15.4, 2.3, -9.6

Individual results from the entries so far.
For proKLK7 act, `CC(C)NCC(O)COC1CCC(C(C)(C)C)CC1` (configuration not stated) has -1.2
For proKLK7 act, `Cc1nc2ccccc2n1C(=O)N(C)C` has -0.2
For Tn6 DDE FP, `CN1CCN(C(CNS(=O)(=O)c2ccc(Cl)cc2)c2cccnc2)CC1` (configuration not stated) has 7.0
For ADAM10 inh, `COc1cccc(C(=O)Nc2sc(C(C)C)cc2C(N)=O)c1OC` has -29.1

(further entries)
Sequence of screens – FXN GAA850 act, ASAP1 inh, rCAG binder, Tn6 DDE FP, ARFGAP1 inh, proKLK7 act, NPR2 activator, ADAM10 inh, NPR1 activator, sPLA2-III inh
16) Cc1cc(N2CCN(C(=O)c3ccco3)CC2)n2nc(C)c(-c3ccccc3)c2n1
→ -3.4, 4.3, -5.6, -7.3, -0.4, 1.0, 0.1, -9.3, 3.2, 1.6
17) CCCC1=C(C(=O)OCC)C(c2cccs2)n2ncnc2N1 (configuration not stated)
→ 0.0, -4.1, -5.3, -4.6, -0.4, 0.3, 0.5, -3.9, 0.6, 6.6
18) O=C(Nc1ccc(F)c(F)c1)C1CCN(S(=O)(=O)c2cccc3nonc23)CC1
→ 2.9, -8.7, 14.9, 1.7, -0.3, -1.4, -1.6, 13.8, -2.9, -7.0
19) Cc1cc(C)c(C(O)c2ncc(-c3cccc(F)c3)[nH]2)c(C)c1 (configuration not stated)
→ 1.3, -5.4, 1.0, -0.6, -2.4, -0.3, 4.7, 1.0, 1.0, 2.5
20) O=C(Nc1nccs1)c1cn2ccccc2n1
→ 2.6, 4.1, -6.0, -2.0, 4.8, 0.0, 1.3, 0.8, 1.9, 2.7
21) C=CCn1c(SCC(=O)c2[nH]c(C)c(C(=O)OCC)c2C)nc2scc(-c3ccc(OC)c(OC)c3)c2c1=O
→ 0.8, -9.6, 9.2, -0.5, -2.9, 1.1, 7.6, 4.0, -1.5, -17.3
22) COc1ccc(NC(=O)COC(=O)CN2C(=O)c3ccccc3C2=O)cc1
→ 0.6, 12.0, -8.5, 4.2, 8.5, -0.2, -0.1, 2.4, -0.5, 3.3
23) O=C(O)[C@H]1CCCC[C@H]1C(=O)NCCNC(=O)[C@@H]1CCCC[C@@H]1C(=O)O
→ -0.2, 6.6, -3.2, -0.5, 3.8, -0.3, 0.3, 0.6, 0.7, 3.8
24) C=CCNc1ccccc1S(=O)(=O)NCc1ccccc1
→ 2.8, 7.0, 2.1, 1.5, -12.6, 0.9, -5.8, 3.2, 2.0, -5.5
25) CCCN(CCC)C(=O)CP(=O)(c1ccccc1)c1ccccc1
→ -2.0, 3.8, -3.2, 4.1, -6.2, 0.6, -7.4, 3.3, -8.0, -4.9
26) CS(=O)(=O)c1ccc2nc(NC(=O)c3ccc(Cn4cc(Br)cn4)o3)sc2c1
→ -0.7, -2.1, 29.2, -9.8, -3.1, -0.1, 0.2, -9.4, 0.0, -20.6
27) COc1ccc(S(=O)(=O)Nc2cccc3c2O[C@H](CN(C)Cc2ccc(Oc4ccccc4)cc2)[C@@H](C)CN([C@H](C)CO)C3=O)cc1
→ -1.8, 14.9, 9.9, -6.9, -10.9, -1.1, -2.8, 16.8, -1.5, -30.9
28) COc1ccc(C(=O)COC(=O)c2cc3ccccc3oc2=O)c(OC)c1
→ 1.5, 6.7, -1.6, 9.4, 3.9, 0.2, -7.0, -25.7, -0.4, 5.0
29) COc1ccc([C@H]2C[C@H](O)[C@@H](n3cc(-c4ccc(F)cc4)nn3)CN2Cc2cccs2)cc1
→ -3.1, 3.5, 8.3, 9.2, 18.9, -0.4, -11.8, 7.3, -8.7, -0.9
30) C=CCN1C(C(=O)OC)CN(Cc2cn(Cc3ccc(OC)cc3)nn2)CCS1(=O)=O (configuration not stated)
→ ., ., 1.1, -1.1, ., -0.3, 2.8, -4.9, 3.5, 8.3

Looked up one by one from above (2):
Sequence of screens – FXN GAA850 act, ASAP1 inh, rCAG binder, Tn6 DDE FP, ARFGAP1 inh, proKLK7 act, NPR2 activator, ADAM10 inh, NPR1 activator, sPLA2-III inh
20) O=C(Nc1nccs1)c1cn2ccccc2n1
→ 2.6, 4.1, -6.0, -2.0, 4.8, 0.0, 1.3, 0.8, 1.9, 2.7
17) CCCC1=C(C(=O)OCC)C(c2cccs2)n2ncnc2N1 (configuration not stated)
→ 0.0, -4.1, -5.3, -4.6, -0.4, 0.3, 0.5, -3.9, 0.6, 6.6

Next part
Sequence of screens – FXN GAA850 act, ASAP1 inh, rCAG binder, Tn6 DDE FP, ARFGAP1 inh, proKLK7 act, NPR2 activator, ADAM10 inh, NPR1 activator, sPLA2-III inh
31) Cn1cc(C(=O)c2cccc(Cl)c2)cc1/C=N\O
→ 4.3, -4.0, -2.2, -4.9, -5.3, -0.7, 0.4, -2.5, -5.5, -7.0
32) CC(C)(C)NC(=O)C1N(c2cccnc2)C(=O)C2C(C(=O)Nc3ccccc3)C3(C)C=CC21O3 (configuration not stated)
→ -1.8, 5.8, -2.0, -2.2, -1.9, 1.4, 9.1, -3.1, 2.6, 0.0
33) Cc1cc(C)nc(SCc2nnc(SCC(=O)N3CCCc4ccccc43)o2)n1
→ 1.8, 2.7, -6.6, -2.7, 2.8, 0.0, -0.7, 4.2, -3.0, 4.3
34) COc1ccccc1S(=O)(=O)Cc1ccc(C(=O)NCC(OC)OC)o1
→ -0.1, 0.8, -0.5, -3.4, -2.9, 0.5, 5.9, 1.5, -0.5, 4.2
35) COC(=O)C1(C(=O)OC)c2ccccc2N(S(=O)(=O)c2ccc(C)cc2)C1CC(=O)c1ccccc1 (configuration not stated)
→ ., 7.6, 4.5, -6.6, -7.5, 1.0, 0.6, 11.0, -2.0, -6.1
36) O=[N+]([O-])c1cccc(COc2ccccc2CN2CCOCC2)c1
→ 0.9, -2.7, -2.2, -9.5, 10.7, -0.4, 2.8, -2.7, 0.0, -4.2
37) CC(=O)Oc1ccc(N2C(=O)c3cccc4c([N+](=O)[O-])ccc(c34)C2=O)cc1
→ -1.2, -3.9, -2.9, -0.8, -1.4, -0.2, -29.5, 1.4, -42.5, -1.2
38) CCN(CC)C(=O)C1CCCN(C(=O)Nc2ccccc2)C1 (configuration not stated)
→ -0.6, 2.0, -2.8, 2.2, 0.1, -0.4, 0.7, -1.6, 3.2, -0.8
39) COc1ccc(C(=O)NCCc2ccc(S(N)(=O)=O)cc2)cc1OC
→ -0.7, -3.2, 1.2, 0.6, 12.7, 0.0, 4.2, -5.2, 3.2, -1.0
40) Cc1cccc(OCc2nnc(SCC(=O)Nc3cccc(C(=O)N4CCOCC4)c3)n2C)c1C
→ -0.8, -0.7, -1.4, -7.2, -6.4, 0.8, 7.7, 7.5, -1.4, -14.0
41) CCCCCn1nc(C(=O)N2CCc3ccccc32)c2ccccc2c1=O
→ 0.2, 3.0, -2.7, 6.1, 4.4, -0.6, -2.9, -3.8, 0.3, -5.7
42) CC(C)OCCCNCC(O)c1ccccc1 (configuration not stated)
→ 2.6, 1.8, -1.2, 5.7, -0.5, 0.0, 3.3, 4.0, -1.3, 5.3
43) O=c1c2c3c(sc2nc(NCCOCCO)n1Cc1ccco1)CCCCC3
→ 1.4, -1.8, -5.6, 9.7, -18.8, -0.1, -2.8, -3.0, 3.2, -0.8
44) CC(C)(C)c1ccc(C(=O)NN2C(=O)CSC2=S)cc1
→ 2.9, 7.2, 12.2, 9.6, -2.5, 0.1, -3.8, -13.6, 3.6, -2.1

Source: PubChem BioAssay (several laboratories)
